All columns: NCI-60 one-dose screen, growth in % after 48 h at 10 µM unless noted; 100 = growth as untreated, 0 = no growth, -100 = all killed.
A549/ATCC = A549/ATCC NSCLC; actives 3.7% (n = 81,000); AID 1794740
HOP-62 = HOP-62 NSCLC; actives 3.9% (n = 80,000); AID 1794735
RPMI-8226 = RPMI-8226 leukemia cells. actives 7.5% (n = 77,000). AID 1794781
MOLT-4 = MOLT-4 leukemia cells | actives 6.9% (n = 80,000) | AID 1794779
EKVX = EKVX NSCLC; actives 3% (n = 71,000); AID 1794765
HOP-92 = HOP-92 NSCLC cells; actives 6.3% (n = 71,000); AID 1794738
CCRF-CEM = CCRF-CEM leukemia; actives 7% (n = 77,000); AID 1794778
M14 = M14 melanoma; actives 6.2% (n = 80,000)
The depositor's hits bear a star; · = not tested or not shown; & = joins results of further samples. The calls were made as follows: active = growth percent below 10; inactive = the rest.

SMILES	A549/ATCC	HOP-62	RPMI-8226	MOLT-4	EKVX	HOP-92	CCRF-CEM	M14
NC(=S)N/N=C/c1ccc(Cl)cc1Cl	91	90	33	47	26	106	48	98
Nc1cc(S(=O)(=O)O)cc2ccccc12	81	91	98	88	90	87	94	97
Nc1nonc1-c1nc2ccccc2n1CC(=O)Nc1ccc(F)c(Cl)c1	79	27	85	89	·	61	79	76
O=C1c2cccc(Cl)c2C(=O)c2c(Cl)cccc21	110	103	99	97	97	92	103	117
Cc1ccccc1N=Nc1ccc(N=Nc2ccc(O)cc2)c(C)c1	75	100	72	49	85	86	19	93
COc1cc2nc(N3CCCC3)nc(NCCc3ccccc3)c2cc1OC	19	69	-22*	-2.2*	59	75	0.1*	78
CS(=O)(=O)c1ccc(-c2nc3ccccn3c2/C=N/N=C(N)N)cc1	101	99	133	109	98	·	·	108
COc1cc(C)c2sc3ccccc3c(=O)c2c1NCCN(C)C	29	68	33	1.6*	·	19	23	24
NC1N=C(Nc2ccc(Cl)cc2)N=CC(c2cc3cc(Br)ccc3oc2=O)=N1 (configuration not stated)	81	88	91	85	91	93	100	101
COc1ncc(-c2ccc3ncnc(Nc4cccc(Cl)c4)c3c2)cc1NS(=O)(=O)C1CC1	26	44	27	-1.0*	12	-7.3*	33	57
O=C(Nc1ccc(Br)cc1)C1(C(=O)Nc2ccc(Oc3ncnc4scc(Nc5n[nH]c(=S)s5)c34)cc2)CC1	97	100	109	99	103	·	86	97
O=C(Nc1ccc(Cl)cc1)c1ccccc1CC(O)(c1ccccc1)c1ccccc1	74	89	52	74	82	76	61	83
Cn1c(O)c(C(/C=C/c2ccccc2)=Nc2ccccc2N)c(=O)n(C)c1=O	103	105	59	-44*	82	82	67	104
CCOC(=O)C1=CC=C(c2cc3cc(Br)ccc3oc2=O)NC1C (configuration not stated)	112	94	104	102	96	106	105	112
COCOc1cc2oc(C(=O)N[C@@H](Cc3ccccc3)C(=O)C(=O)NCCc3ccc(OC)cc3)c(C)c(=O)c2cc1OCOC	95	101	96	103	102	90	94	108
Cc1cc(=O)[nH]c(SCc2ccccc2Cl)n1	113	99	99	98	107	85	97	109
CC(O)COC(C)c1ccccc1 (configuration not stated)	99	110	115	103	104	75	114	83
O=c1[nH]c(N2CCc3ccccc3C2)nc2sc3c(c12)CCCC3	75	84	108	102	94	112	111	92
O=C(c1ccccc1)C1N=NCC1c1ccc(Cl)cc1 (configuration not stated)	·	117	95	100	92	77	96	96
S=C1Nc2ccccc2C(=S)N2CCCC12 (configuration not stated)	103	107	103	100	92	94	98	103
CCOC(=O)c1c(C)oc2ncnc(N3CCN(C(=O)Nc4cccc(C)c4)CC3)c12	97	84	79	93	95	100	80	89
CCOC(=O)c1cc[nH]c1CC(=O)NC	105	102	100	·	110	103	114	109
COc1ccc(/C=C(\C#N)n2nnc3cc(C(=O)Nc4ccccc4SC)ccc32)cc1	95	106	90	79	90	84	81	93
CC(=O)OCC1O[C@@H](Oc2ccc3c(C)cc(=O)oc3c2C(C)=O)C(OC(C)=O)[C@@H](OC(C)=O)[C@H]1OC(C)=O (some centres not stated)	115	103	117	94	109	·	104	·
COc1ccc(C2C=C(c3ccc(Cl)cc3)N=C3SC=C(C)N32)cc1OC (configuration not stated)	93	110	97	102	·	101	97	105
COc1ccc2nc3ccccc3c(NCc3ccc(F)cc3)c2c1	20	28	-43*	0.5*	22	-11*	18	15
CC/C(=C(\c1ccc(OCCN2CCCCC2)cc1)c1ccc(OC(=O)c2ccccc2)cc1)c1ccccc1	98	101	97	92	100	98	98	123
COc1ccc([C@H]2[C@H](O)C(=O)N2c2cc(OC)c(OC)c(OC)c2)cc1F	19	24	27	15	45	·	18	2.8*
COc1ccc(NC(=O)/C=N/O)cc1	98	97	103	107	87	97	106	93
Oc1c(C(Nc2ccccc2)c2ccccc2)ccc2cccnc12 (configuration not stated)	37	24	37	21	·	20	18	46
O=C1/C(=C/c2ccc(Cl)cc2)CN(Cc2cn(CCCNc3ccnc4cc(Cl)ccc34)nn2)C/C1=C\c1ccc(Cl)cc1	-63*	-69*	-49*	-17*	·	-65*	-31*	-65*
COc1ccc(-c2cc(-c3c(C)nn(-c4ccccc4)c3Cl)cc(-c3ccc(OC)cc3)n2)cc1	93	108	·	·	101	·	·	99
Nc1ncc(-c2ccc(C(=O)N3CCC(O)CC3)cc2)nc1-c1ccc(C(F)(F)F)cc1	103	123	106	94	129	189	105	124
O=C(Cl)c1ccc(C(=O)Cl)cc1	80	89	100	72	94	96	98	100
c1ccc2c([C@H]3CC[C@H](c4c[nH]c5ccccc45)c4[nH]c5ccccc5c43)c[nH]c2c1	73	73	70	43	·	85	87	64
CC(=O)N1N=C(c2ccccc2)CC1c1ccc2c(c1)OCO2 (configuration not stated)	86	98	·	90	·	74	78	109
CCN(CC)CCNc1ccc([N+](=O)[O-])c2sc3ccccc3c(=O)c12	7.9*	17	22	12	23	17	38	34
COc1ccc(-n2c(-c3ccc(C)cc3)cnc2SCC(=O)Nc2ccc(-c3nc4ccccc4s3)cc2)cc1	104	105	116	102	107	111	103	107
N#CC1=C(N)Oc2c(sc3c(F)cccc23)C1c1ccc(O)cc1 (configuration not stated)	80	70	78	64	85	73	67	62
CCOC(=O)/C(Cl)=C\OC(=O)c1ccccc1	94	106	69	·	91	75	70	68
Nc1ccccc1SC1CC(=O)N(c2ccccc2Cl)C1=O (configuration not stated)	96	88	62	·	94	93	93	97
COc1ccc2[nH]c(=O)c(C3C4=C(CC(C)(C)CC4=O)Nc4c3c(C)nn4-c3ccccc3)cc2c1 (configuration not stated)	89	91	108	·	95	84	122	99
CCNc1nc(-c2ccc(Cl)c(O)c2)c(-c2ccnc(NCCNS(=O)(=O)c3ccc(C)cc3)n2)s1	93	96	78	67	87	63	76	37
CCO/C=N/C1=C(C#N)C(c2ccc(F)cc2)c2sc3c(F)cccc3c2O1 (configuration not stated)	41	51	42	51	66	59	23	30
O=C(O)COc1cc([N+](=O)[O-])c(Cl)cc1Cl	89	92	104	103	103	119	107	97
COC(=O)C1=C(O)CON(c2ccccc2)[C@H]1c1ccccc1	100	95	108	100	108	93	103	96
COc1ccc(C2C(C#N)=C(/N=C/c3ccc(Cl)cc3)Oc3c2sc2c(C)cccc32)cc1 (configuration not stated)	34	30	23	17	42	30	19	1.0*
CCN(CC)CCOc1ccccn1	102	101	85	88	111	·	81	102

Only CCRF-CEM and HOP-62, for some of the entries so far:
compound	CCRF-CEM	HOP-62
COc1ccc(-n2c(-c3ccc(C)cc3)cnc2SCC(=O)Nc2ccc(-c3nc4ccccc4s3)cc2)cc1	103	105
N#CC1=C(N)Oc2c(sc3c(F)cccc23)C1c1ccc(O)cc1 (configuration not stated)	67	70
CCOC(=O)/C(Cl)=C\OC(=O)c1ccccc1	70	106
Nc1ccccc1SC1CC(=O)N(c2ccccc2Cl)C1=O (configuration not stated)	93	88

Further entries follow.
SMILES	A549/ATCC	HOP-62	RPMI-8226	MOLT-4	EKVX	HOP-92	CCRF-CEM	M14
COC(=O)C1(C)CCCC2(C)C1CCC13OCC(CC21)C(O)(C(C)C)C3O (configuration not stated)	103	106	98	107	·	102	101	107
COc1ccc(/C=C2/CN(CCC#N)C/C(=C\c3ccc(OC)cc3)C2=O)cc1	-4.6*	-38*	-17*	3.6*	·	·	0.1*	0.7*
CCOC(=O)c1[nH]n(-c2ccccc2)c(=O)c1C=NC(=S)c1cccnc1	91	93	100	100	104	90	101	96
Clc1csc2ccccc12	·	100	·	89	111	·	109	111
CC(=O)Nc1ccc(-c2ccc3c(c2)NC(=O)/C3=C\c2ccc[nH]2)cc1	92	96	94	87	49	130	95	105
O=C(CCc1nnc2sc(-c3ccc(Cl)cc3Cl)nn12)c1nc2ccccc2[nH]1	-46*	-57*	2.0*	1.5*	-30*	·	11	-47*
Cc1ccc(Nc2nc(N)nc(CSCC(=O)NN)n2)cc1	107	101	101	·	102	96	·	114
CS(=O)(=O)c1ccc(-c2nn(-c3ccc(F)cc3)cc2/C=N/NC(=O)c2ccncc2)cc1	97	101	110	106	98	85	111	·
O=[N+]([O-])c1cnc(N2CCN(Cc3cccc(F)c3)CC2)nc1N1CCN(Cc2cccc(F)c2)CC1	81	105	66	87	92	64	88	96
CCNC(=O)Oc1ccc(/C(=C(/C)c2ccc(OC)cc2)c2ccc(OCCN(C)C)cc2)cc1	79	96	45	64	81	52	76	74
COc1ccccc1NC(=O)c1cccc(C2CCc3c(cc(OC)c(OC)c3OC)O2)c1 (configuration not stated)	90	91	68	64	94	91	81	97
CCN(Cc1cccc(S(=O)(=O)O)c1)c1ccc(C(=C2C=CC(=[N+](CC)Cc3cccc(S(=O)(=O)O)c3)C=C2)c2ccccc2)cc1	89&45	102&100	100&92	105&107	102	95&90	99	108&104
CNCC(O)c1cccc(O)c1 (configuration not stated)	99	99	106	102	101	·	102	102
N#CCCC(CCC#N)c1ccccc1	95	94	102	102	·	·	88	110
Cc1ccc(-n2cc(/C=N/NC(=O)c3ccncc3)c(-c3ccc(S(C)(=O)=O)cc3)n2)cc1	103	89	97	70	95	98	84	·
Nc1nc2ccccc2c(=O)[nH]1	105	114	106	103	101	104	111	105
Cc1cc(=O)[nH]c(N=Nc2c(O)[nH]c3ccccc23)n1	103	119	105	109	111	101	95	100
Cc1nc2ccccc2n1C(=O)CN=C1CC(=O)NN1	102	94	103	101	90	103	99	95
CCOP(=O)(OCC)/C(=C\n1c(=S)[nH]c2cc(C)ccc21)C(=O)OC	101	88	90	96	88	93	105	96
CCCCCC(=O)OC/C=C/c1ccccc1	104	86	111	118	95	63	114	103
CCCn1c(=S)sc2c(NNC(C)=O)nc(C)nc21	89	78	93	114	89	89	88	108
NC(=O)c1cc[n+](CC2=C(C(=O)O)N3C(=O)C(NC(=O)C(c4ccccc4)S(=O)(=O)[O-])C3SC2)cc1 (configuration not stated)	101	108	·	113	98	·	·	100
COc1cccc(C2=NN(c3ccc(-c4ccccc4)nn3)C(c3cccc(C)c3)C2)c1 (configuration not stated)	95	90	90	86	83	85	96	89
O=C(CN1CCN(c2cc3c(cc2F)c(=O)c(C(=O)O)cn3C2CC2)CC1)Nc1nnc(-c2ccc(Cl)cc2)s1	81	78	88	72	101	58	80	84

The closing 6 records of the section above come first, to join the parts:
SMILES	A549/ATCC	HOP-62	RPMI-8226	MOLT-4	EKVX	HOP-92	CCRF-CEM	M14
CCOP(=O)(OCC)/C(=C\n1c(=S)[nH]c2cc(C)ccc21)C(=O)OC	101	88	90	96	88	93	105	96
CCCCCC(=O)OC/C=C/c1ccccc1	104	86	111	118	95	63	114	103
CCCn1c(=S)sc2c(NNC(C)=O)nc(C)nc21	89	78	93	114	89	89	88	108
NC(=O)c1cc[n+](CC2=C(C(=O)O)N3C(=O)C(NC(=O)C(c4ccccc4)S(=O)(=O)[O-])C3SC2)cc1 (configuration not stated)	101	108	·	113	98	·	·	100
COc1cccc(C2=NN(c3ccc(-c4ccccc4)nn3)C(c3cccc(C)c3)C2)c1 (configuration not stated)	95	90	90	86	83	85	96	89
O=C(CN1CCN(c2cc3c(cc2F)c(=O)c(C(=O)O)cn3C2CC2)CC1)Nc1nnc(-c2ccc(Cl)cc2)s1	81	78	88	72	101	58	80	84
O=C1Nc2ccccc2C12C(=O)Oc1ccccc12 (configuration not stated)	128	109	103	109	105	110	102	105
C=C(C)[C@@H]1CC[C@]2(C(=O)N3CCOCC3)CC[C@]3(C)[C@H](CC[C@@H]4[C@@]5(C)C/C(=C/c6ccncc6)C(=O)C(C)(C)[C@@H]5CC[C@]43C)[C@@H]12	42	81	4.1*	30	61	39	32	75
CC(C=O)Cc1ccc(C2CCCCC2)cc1 (configuration not stated)	93	92	108	94	·	·	·	96
CC[C@]12C=CCN3CC[C@@]4(c5ccc(OC)cc5N(C)[C@H]4[C@@](O)(C(=O)OC)[C@@H]1OC(=O)CCCCOc1cc(O)c4c(=O)cc(-c5ccccc5)oc4c1)[C@@H]32	52	81	76	66	81	107	74	96
Cc1cc2c(c(C)c1Cl)C(=O)/C(=C/c1ccc(O)c(O)c1)O2	98	90	·	108	99	90	101	95
NC(=NCc1ccccc1)C(N=Nc1ccccc1)C(=O)NCc1ccccc1 (configuration not stated)	1.3*	92	91	61	83	99	76	83
CC(=O)OC(C(=O)Nc1nncs1)c1ccccc1 (configuration not stated)	96	104	98	108	·	85	·	101
c1ccc2cc(Cn3c(-c4cccc5ccccc45)[n+](Cc4ccc5ccccc5c4)c4c5ccccc5c5ccccc5c43)ccc2c1	-72*	-85*	-39*	-55*	-77*	-52*	-17*	-63*
Cn1cc(-c2nc(N)nnc2-c2cncc(Br)c2)c2cc(F)ccc21	91	89	79	56	88	76	82	94
CCOC(=O)c1cc(=O)[nH]c(Nc2nc3ccccc3s2)n1	105	96	112	115	93	96	106	105
COc1ccc([C@H]2[C@H](C(=O)Nc3cccc(C)n3)c3ccccc3C(=O)N2c2ccc(OC)cc2)cc1	84	96	84	72	85	68	100	84
CCOc1nnc2c3ccccc3n(C)c2n1	104	87	106	88	·	·	101	101
Clc1ccc(CSc2cc(SCc3ccc(Cl)cc3Cl)nc(SCc3ccc(Cl)cc3Cl)n2)c(Cl)c1	109	97	·	78	104	94	96	99
N=c1ccc(=Nc2ccc(N)c3c(O)c4ccccc4c(O)c23)c2c(=O)c3ccccc3c(=O)c1=2	97	107	114	85	98	107	102	99
COc1cc(/C=C/C(=O)c2sc(N)nc2C)cc(OC)c1O	92	99	87	90	·	59	63	103

Screening data: PubChem, NCI
